SENP8 inh = inhibitors of human SENP8 protease | Q96LD8 | recombinant SENP8, Nedd8 substrate fluorescence | inhibition, % at 20 µM | 360,000 tested, 0.64% active | AID 602440; in the data active means inhibition mostly above about 40%, no sharp cut-off; inactive means mostly below about 27%
Target sequence (Q96LD8 whole entry, looked up): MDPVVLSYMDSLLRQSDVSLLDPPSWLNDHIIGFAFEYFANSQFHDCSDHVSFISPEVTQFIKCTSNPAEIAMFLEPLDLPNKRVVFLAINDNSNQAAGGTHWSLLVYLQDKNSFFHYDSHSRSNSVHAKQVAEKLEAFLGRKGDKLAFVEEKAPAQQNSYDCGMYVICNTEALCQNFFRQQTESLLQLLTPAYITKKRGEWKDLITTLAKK
SENP1 FRET inh = blocks the human SENP1 SUMO protease catalytic domain; recombinant SENP1 catalytic domain, CyPet-SUMO1-YPet FRET cleavage; Q9P0U3; AID 624204; 360,000 tested, 0.21% active; inhibition, % at 10 µM;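 active means inhibition at least 30% at 10 µM, raw YFP signal under a set limit, fluorescence ratio 0.5 to 1.5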;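 further: 0% = enzyme with DMSO and 100% = no enzyme wells; some results filed as inactive read as strong as hits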
Target sequence (Q9P0U3 419-644 limits assumed): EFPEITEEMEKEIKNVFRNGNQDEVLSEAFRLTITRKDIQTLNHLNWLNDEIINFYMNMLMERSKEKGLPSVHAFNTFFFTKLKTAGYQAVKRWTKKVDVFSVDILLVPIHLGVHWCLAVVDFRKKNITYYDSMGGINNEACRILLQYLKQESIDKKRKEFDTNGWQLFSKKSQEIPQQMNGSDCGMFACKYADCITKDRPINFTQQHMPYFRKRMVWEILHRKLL
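system = hSENP1 catalytic domain, recombinant | reagent = SFCypet-SUMO1-SFYpet substrate at 25 nM | doses = one dose per compound, 10 µM, 0.5% DMSO | incubation = enzyme reaction for 50 min at room temperature, dark | measured by = FRET, CFP and YFP emission | controls = no-enzyme low, enzyme-DMSO high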
* = called active by the depositor; i = inactive.

Sample of the layout (seven entries):
SMILES	SENP8 inh	SENP1 FRET inh
O=C1c2ccccc2C(c2nnnn2-c2ccc3c(c2)OCCO3)N1C1CC1 (stereo not drawn)	23	1
Cc1c(C(=O)NCc2cccc([N+](=O)[O-])c2)sc(=O)n1Cc1ccc(C(C)C)cc1	3	2
CC1(C(=O)Nc2cccc3cccnc23)CCN1C(=O)Cc1ccc(Cl)cc1Cl (stereo not drawn)	-2	2
Cc1cccc(C)c1-n1nnnc1C(c1ccnc2ccccc12)N(CCC#N)Cc1ccccc1 (stereo not drawn)	14	0
CCCNC(=O)N1C[C@H](O)COC[C@@H]2O[C@@H](CC(=O)NCCCN3CCOCC3)CC[C@H]21	24	4
CCCCNC(=O)C1(C)CCC(=O)N1C1CC1 (stereo not drawn)	22	2
CCCC(=O)N1CCC1(C)C(=O)NS(=O)(=O)c1ccc(Cl)cc1 (stereo not drawn)	31	2

Main list, from the first entry:
SMILES	SENP8 inh	SENP1 FRET inh
O=C1c2ccccc2C(c2nnnn2-c2ccc3c(c2)OCCO3)N1C1CC1 (stereo not drawn)	23	1
Cc1c(C(=O)NCc2cccc([N+](=O)[O-])c2)sc(=O)n1Cc1ccc(C(C)C)cc1	3	2
CC1(C(=O)Nc2cccc3cccnc23)CCN1C(=O)Cc1ccc(Cl)cc1Cl (stereo not drawn)	-2	2
Cc1cccc(C)c1-n1nnnc1C(c1ccnc2ccccc12)N(CCC#N)Cc1ccccc1 (stereo not drawn)	14	0
CCCNC(=O)N1C[C@H](O)COC[C@@H]2O[C@@H](CC(=O)NCCCN3CCOCC3)CC[C@H]21	24	4
CCCCNC(=O)C1(C)CCC(=O)N1C1CC1 (stereo not drawn)	22	2
CCCC(=O)N1CCC1(C)C(=O)NS(=O)(=O)c1ccc(Cl)cc1 (stereo not drawn)	31	2
COC(=O)[C@@]1(Cc2ccc(F)cc2)[C@H]2c3cc(C(=O)N(C)C)n(CCc4c[nH]c5ccc(O)cc45)c3C[C@H]2CN1C(=O)c1ccccc1	2	-7
Cc1c(O)cnc2nn(-c3ccccc3)c(=N)n12	-411	1
Cc1c(C(=O)NCc2cccc(C(F)(F)F)c2)sc(=O)n1Cc1ccc(C(=O)N(C)C)cc1	7	-1
O=c1c(O)c(-c2ccccc2)oc2cc(O)ccc12	-303	-26
Cc1ccc(S(=O)(=O)NC(=O)C2(C)CCN2C(=O)C2(c3ccc(Cl)cc3)CCC2)nc1 (stereo not drawn)	22	2
COc1cccc(C(C(=O)NC2CCCC2)N2CCN(c3cc(C)ccc3C)CC2)c1OC (stereo not drawn)	13	2
COc1ccc(OC2(C)CCN(Cc3ccccc3OC(F)F)C2)cc1 (stereo not drawn)	11	0
CCOC(=O)[C@]12CCCC=C1N(Cc1cccc3ccccc13)C(=O)[C@H](CC(=O)N1CCN(C(=O)c3ccco3)CC1)C2	17	2
O=C(NCc1ccccc1)c1cc(C2COCCN2C(=O)c2ccc3c(c2)CCO3)on1 (stereo not drawn)	8	1
O=C(Nc1ccc(F)c(Cl)c1)c1csc(COCCO)n1	14	2
Cc1ccc(SC[C@H](C)CN2CCC(NC(=O)OCc3ccccc3)CCC2=O)cc1 (stereo partly drawn)	12	-2
COC1=CC(=O)OC(c2cccc(Cl)c2)C1 (stereo not drawn)	22	3
COc1cc(OC)nc(Nc2nc(C(N)CCc3ccccc3)cs2)n1 (stereo not drawn)	-36	-2

Some of the entries so far, with values under each structure:
Second line of a record: SENP8 inh, SENP1 FRET inh
Cc1ccc(S(=O)(=O)NC(=O)C2(C)CCN2C(=O)C2(c3ccc(Cl)cc3)CCC2)nc1 (stereo not drawn)
→ 22, 2
CCOC(=O)[C@]12CCCC=C1N(Cc1cccc3ccccc13)C(=O)[C@H](CC(=O)N1CCN(C(=O)c3ccco3)CC1)C2
→ 17, 2
O=C(Nc1ccc(F)c(Cl)c1)c1csc(COCCO)n1
→ 14, 2
COc1cccc(C(C(=O)NC2CCCC2)N2CCN(c3cc(C)ccc3C)CC2)c1OC (stereo not drawn)
→ 13, 2
Cc1ccc(SC[C@H](C)CN2CCC(NC(=O)OCc3ccccc3)CCC2=O)cc1 (stereo partly drawn)
→ 12, -2
COC1=CC(=O)OC(c2cccc(Cl)c2)C1 (stereo not drawn)
→ 22, 3

The list continues.
SMILES	SENP8 inh	SENP1 FRET inh
Cc1nc(C(F)(F)F)ccc1C(=O)N1CCC(C)(C(=O)O)C1 (stereo not drawn)	19	3
O=C(NCc1ccccc1)C(c1ccco1)N1CCN(c2ccccc2F)CC1 (stereo not drawn)	18	2
Cc1cccc(C)c1-n1nnnc1C1(C)CCC(=O)N1Cc1cccnc1 (stereo not drawn)	8	4
CC1(Cc2cccc(F)c2)C(=O)Nc2ccc(-c3cccnc3)cc21 (stereo not drawn)	10	3
CCC(C(=O)NC(C)(C)C)n1c(-c2ccccc2)nc2ccccc21 (stereo not drawn)	17	1
CN(C)c1ncnc2c1ncn2[C@H]1CN(Cc2ccc(Cl)cc2)C[C@@H](CO)O1	6	-2
O=C(NCCN1CCC(n2c(=O)[nH]c3ccccc32)CC1)c1cccs1	25	0
CCCCCCCCN1C(=O)[C@H](CC(=O)NCc2ccc(C)o2)C[C@@]2(C(=O)OC)CCCCC=C12	13	-4
COC(=O)CC1OCC=C2CN3CCC45C6=CC(=O)C(=O)C([N+](=O)[O-])=C6NC4C1C2CC35 (stereo not drawn)	110*	2
CC(C)C[C@@H](CN1CCC[C@H]1CN1C(=O)C(=O)NC[C@@H]1Cc1ccc(O)cc1)N1C[C@H](Cc2ccc(O)cc2)N(CCc2ccccc2)C(=O)C1=O	15	1
O=C1C(=Cc2cccc(Cl)c2)CCc2ccccc21	5	-1
CN(C)c1ccc(-c2ccnc3c2CC(C)(C(=O)NCCC(F)(F)F)O3)cc1 (stereo not drawn)	i	2
CCOC(=O)N1CCN(C(=O)C[C@@H]2C[C@@]3(C(=O)OC)CCCCC=C3N(CCc3ccc(OC)c(OC)c3)C2=O)CC1	20	1
CO[C@H]1CN(C)C(=O)c2cc(NC(=O)C3CCOCC3)ccc2OC[C@H](C)N(Cc2nccs2)C[C@H]1C	15	3
Cc1nc(C(=O)N2CCC(C)(C(=O)NS(=O)(=O)C3CC3)C2)c(C)o1 (stereo not drawn)	18	2
Fc1ccc(-c2nc3ccc(Cl)cn3c2Cc2ccccc2C(F)(F)F)cc1	-101	5
COc1ccc(NC(=O)C2Cc3c(-c4cccc(C(N)=O)c4)ccnc3O2)cc1OC (stereo not drawn)	2	-3
CNc1cncc(-c2ccc(CN3CCOCC3)cc2)n1	-461	-8
NC(c1csc(NC(=O)Nc2cccc(Cl)c2)n1)C1CCCCC1 (stereo not drawn)	21	1
CCOC(=O)N(C)[C@H]1C[C@H]2c3[nH]c4ccccc4c3CCN2C[C@H]1[C@H](C)O	-273	-19
CCNC(=O)C1(C)CCN1CCS(=O)(=O)c1ccc(C)cc1 (stereo not drawn)	11	-2
CCN(CC)C(=O)c1cccc(-c2csc(C(C)(O)c3ccc(F)c(F)c3)n2)c1 (stereo not drawn)	17	1
CN(C)C(=O)CNc1ccn2nc(-c3cccc(Cl)c3)cc2n1	i	-11
CN1CCC(N2CCN(C3CN(Cc4cn(Cc5ccc(F)cc5)nn4)S(=O)(=O)C3)CC2)CC1 (stereo not drawn)	16	1
CC1(C(=O)NCc2ccccc2)CSCC(=O)N1CCc1c[nH]c2ccccc12 (stereo not drawn)	0	-2
C[C@@H]1COc2cccc(N3CCC[C@H]3CO)c2S(=O)(=O)N1	1	1
COc1ccc(Cc2c(-c3ccccc3)nc3cc(C)c(Br)c(C)n23)c(C)c1	14	2
Nc1[nH]c(C(=O)c2ccccc2)c(-c2ccc(Cl)cc2)c1C(=O)NCc1ccco1	10	-7
CC(=O)Nc1cnc(-c2ccccc2O)cn1	-386	-3
COc1ccc(CNC(=O)c2sc(=O)n(Cc3ccc(S(=O)(=O)N(C)C)cc3)c2C)cc1	2	-5
Cc1cc(C(=O)N2CCC2(C)C(=O)NS(=O)(=O)c2cccc(Cl)c2)nn1C (stereo not drawn)	14	0
COC(=O)c1ccc(Cn2c(C)c(C(=O)NCc3cccc(C(F)(F)F)c3)sc2=O)o1	8	-1
Cc1ccc(F)cc1C(=O)N1CCCC(C)(C(=O)NS(=O)(=O)C2CC2)C1 (stereo not drawn)	14	0
Cc1ccc(NC(=O)C2(C)CCCN(C(C)C)C2)cc1C (stereo not drawn)	12	1
CN(C(=O)CN1CCN(c2cc(-c3ccc(OCc4ccccc4)cc3)ncn2)CC1)c1ccccc1	-25	-2
O=C(Nc1ccc(F)cc1)C(c1cc2ccccc2o1)N1CCN(CC(=O)N2CCCC2)CC1 (stereo not drawn)	25	1
CC(C)(C)c1ccc(C(=O)N2CCC2(C)C(=O)NCc2cccs2)cc1 (stereo not drawn)	16	4
CCCCN(C)C(=O)c1ccc(Nc2nc(C(N)Cc3ccccc3)cs2)nc1 (stereo not drawn)	-142	-3
COc1ccc(Nc2nc3cc(-c4ccccc4C)sc3c(=O)n2C)cc1OC	-46	-2
COc1cccc(C(C)(O)c2nc(-c3ccc(S(C)(=O)=O)cc3)cs2)c1 (stereo not drawn)	10	1
CCc1nc2c(OCc3ccc(F)c(F)c3)cccn2c1N(C)C(=O)C1CC1	10	-2
CCCNC(=O)C1(C)CCCN(C(=O)c2oc3ccccc3c2C)C1 (stereo not drawn)	11	2
COc1cc(CCN=Cc2cc(Cl)cc(Cl)c2O)c([N+](=O)[O-])cc1OC	-52	-20
CC1(C(=O)NS(=O)(=O)C2CC2)CCN(C(=O)c2ccccc2C(F)(F)F)C1 (stereo not drawn)	-1	4
COC(=O)[C@@]1(Cc2ccc(F)cc2)[C@H]2c3cc(C(=O)N4CCCC4)n(CCN4CCNC4=O)c3C[C@H]2CN1C(=O)c1ccccc1	8	-2
CCc1nc2ccc(C(=O)NCc3cccs3)cn2c1N(CC)CCN(C)C	-18	-34
OC[C@@H]1CN(Cc2ccco2)C[C@H](n2cnc3c(Nc4ccccc4)ncnc32)O1	-106	-5
O=C(NCCN1CCC(n2c(=O)[nH]c3ccccc32)CC1)c1ccncc1	27	2
O=C(CSCC(=O)c1ccc([N+](=O)[O-])cc1)c1ccc([N+](=O)[O-])cc1	11	2
Cc1c(C(=O)NCc2ccccc2C(F)(F)F)sc(=O)n1Cc1cccc(C(F)(F)F)c1	0	2
New compounds follow:
SMILES	SENP8 inh	SENP1 FRET inh
COc1ccc(-c2cc(CNc3nc(NCc4ccccc4OC)nc4ccsc34)on2)cc1	-22	3
CC(C)Oc1ccccc1OC1(C)CCN(Cc2ccc(OC(F)(F)F)cc2)C1 (stereo not drawn)	24	1
O=C1C(=Cc2cn(-c3ccccc3)nc2-c2ccc(OCc3ccc(Cl)cc3)cc2)SC(=S)N1CCS(=O)(=O)O	23	-10
O=S1(=O)CC(N2CCSCC2)CN1Cc1cn(Cc2cccc(Cl)c2)nn1 (stereo not drawn)	-2	0
COCCN1C[C@@H](CO)O[C@@H](n2cnc3c(NC4CC4)ncnc32)C1	11	1
CC1(C(=O)Nc2ccc(Cl)c(Cl)c2)CCN1C(=O)Cc1cccc2ccccc12 (stereo not drawn)	8	-1
COc1cc(C(O)c2nc(-c3cccc4cccnc34)cs2)ccc1F (stereo not drawn)	-115	1
CC(=O)c1cccc(-c2ccnc3c2CC(C(=O)NCc2ccncc2)O3)c1 (stereo not drawn)	6	1
CCOC(=O)C1(C)CCCN(C(=O)c2ccc(F)c(Cl)c2)C1 (stereo not drawn)	11	2
CCc1nc2ccc(C(=O)NCc3ccc(OC)cc3)cn2c1N(C)Cc1ccc(OC)cc1	8	-5
CCOC(=O)C1CCCN(C(=O)Cc2ccc(OC)c(OC)c2)CC1 (stereo not drawn)	24	1
COc1cc(C)ccc1S(=O)(=O)NC(=O)C1(C)CCN1C(=O)c1ccc(C2CCCCC2)cc1 (stereo not drawn)	13	-2
CCc1nc2ccc(C(=O)Nc3ccc(OC)c(OC)c3)cn2c1N(C)Cc1ccc(OC)cc1	3	0
CCCCCCCCN1C(=O)[C@H](CC(=O)NCCCCc2ccccc2)C[C@@]2(C(=O)OC)CC(C)(C)CC=C12	20	2
CC1(C(=O)NS(=O)(=O)C2CC2)CCN(C(=O)c2cc(F)cc(F)c2)C1 (stereo not drawn)	3	1
CC(=O)c1cccc(-c2ccnc3c2CC(C(=O)Nc2ccc(Cl)c(C(F)(F)F)c2)O3)c1 (stereo not drawn)	14	-2
CNc1cncc(-c2cccc(O)c2)n1	i	-2
CSc1ccc(Cn2c(C)c(C(=O)NCc3ccc(F)cc3)sc2=O)cc1	-3	-1
COc1ccc(C(=O)N2CCCC(C)(C(=O)NS(=O)(=O)C3CC3)C2)cc1 (stereo not drawn)	17	1
Cc1cc(Br)cn2c(Cc3cccc(F)c3)c(C3CCCCC3)nc12	11	1
COc1ccc(-c2c(-c3ccsc3)oc3c2C(O)CCC3)cn1 (stereo not drawn)	-114	-4
Cc1cccc(C)c1NC(=O)C(c1ccccc1)N(C)CCc1ccccc1 (stereo not drawn)	8	3
COc1cccc(-c2cnc3c(NC(C)=O)cc(-c4cccc(C(=O)NCCO)c4)cn23)c1	-299	-3
O=C(CC[C@H]1O[C@@H](n2ccc(=O)[nH]c2=O)[C@H](O)[C@@H]1O)N[C@@H](Cc1ccccc1)C(=O)NCC1CCCCC1	12	1
CN(C)c1ccc(-c2csc(C(O)c3ccc(F)c(F)c3)n2)cc1 (stereo not drawn)	-18	0
COC(=O)[C@@]12C[C@@H](CC(=O)NCc3cccs3)C(=O)N(Cc3ccco3)C1=CCC(C)(C)C2	14	2
COc1cc(OC)cc(OC2(C)CCN(Cc3ccc(OC(C)C)cc3)C2)c1 (stereo not drawn)	-1	-1
CCOC(=O)C1=C[C@@H](C2CCCC2)N(S(=O)(=O)c2ccc([N+](=O)[O-])cc2)[C@H]1c1ccccc1	24	3
COc1cccc(C(O)c2ncc(-c3ccc(Cl)cc3)[nH]2)c1 (stereo not drawn)	20	1
COc1ccc(C(C)(O)c2nc(-c3cccc(O)c3)cs2)cc1 (stereo not drawn)	13	0

Source: PubChem

Only part of the results is shown; the hit share may differ from the screen's.
